NR1D1 modulator – modulators of human Rev-erb alpha DNA binding; activity, % at 10 µM; P20393; Rev-erbα–FITC-DNA binding, fluorescence polarization, 90 min; AID 1259318; 370,000 tested, 0.79% active;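 active means activity above about 14%, limit read from the data; passing the limit was not always enough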;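 further: 0% = DMSO wells with 35 nM protein and 100% = DMSO wells with 750 nM protein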
hcDAF12 agonist – H. contortus DAF-12 activation, primary screen. HEK293 hcDAF-12 lit1-tk-luc reporter, luminescence; 0% DMSO, 100% Δ7-dafachronic acid. AID 652067. activation, % at 6.8 µM. 370,000 tested, 1.4% active;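 active means activation above the mean of all tested compounds plus 3 SD, cut at about 5.5% in these data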;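 further: 100% = response to 3 µM Δ7-dafachronic acid high control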
sPLA2-III inh – Inhibits HGIII-sPLA2 liposome hydrolysis, primary screen; inhibition, % at 12.2 µM; AID 743126; QFRET BODIPY PC-A2 liposome hydrolysis, fluorescence; 370,000 tested, 0.56% active;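 active means inhibition above mean plus 3 SD of compounds lying within the high and low control bounds, cut at about 19% in these data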;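 further: 0% = median of test compound wells and 100% = no enzyme DMSO wells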
Target sequence (Q9NZ20 whole entry, looked up): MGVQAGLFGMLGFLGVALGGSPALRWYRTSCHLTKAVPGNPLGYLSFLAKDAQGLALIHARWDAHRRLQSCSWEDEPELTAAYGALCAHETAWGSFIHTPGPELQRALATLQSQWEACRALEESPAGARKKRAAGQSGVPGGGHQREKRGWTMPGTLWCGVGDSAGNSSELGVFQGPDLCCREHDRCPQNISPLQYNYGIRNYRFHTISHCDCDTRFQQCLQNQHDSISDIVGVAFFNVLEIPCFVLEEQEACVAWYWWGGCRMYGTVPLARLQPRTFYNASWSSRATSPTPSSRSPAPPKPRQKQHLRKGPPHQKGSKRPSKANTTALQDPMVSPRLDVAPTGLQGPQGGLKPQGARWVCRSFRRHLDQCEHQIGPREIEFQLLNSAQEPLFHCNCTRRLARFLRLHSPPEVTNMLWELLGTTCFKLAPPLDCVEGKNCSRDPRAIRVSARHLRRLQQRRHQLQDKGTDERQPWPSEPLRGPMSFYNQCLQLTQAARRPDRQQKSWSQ
DAX1 inh-1 – DAX1 (NR0B1) inhibition, primary screen; 370,000 tested, 1.1% active; AID 652010; HEK293T StAR-luciferase reporter, SF-1/DAX-1 repression relief; inhibition, % at 6.8 µM;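 active means inhibition above the mean over all tested compounds plus 3 SD, cut at about 3.6% in these data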;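 further: 0% = DAX-1 cells with DMSO and 100% = cells lacking DAX-1 with DMSO; higher inhibition means more luminescence from relief of DAX-1 repression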
PLC-beta3 inh – PLC-beta3 (human) inhibition, primary screen | Purified PLC-beta3, fluorogenic substrate, fluorescence | inhibition, % at 12.2 µM | 370,000 tested, 0.18% active | AID 720704; in the data active means inhibition above about 11%;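 further: 0% = median of compound wells on plate and 100% = full blocker control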
DAX1 inh-2 – inhibitors of human orphan nuclear receptor DAX1 (NR0B1); P51843; HEK293 Gal4-DAX1 luciferase reporter, luminescence; inhibition, % at 6.75 µM; 340,000 tested, 0.99% active; AID 504766;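 active means inhibition above the mean over all tested compounds plus 3 SD, cut at about 4.2% in these data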;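 further: 0% = DAX1-transfected cells with DMSO and 100% = empty-vector control cells with DMSO; inhibition shows as a rise in luminescence from relieved DAX1 repression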
Target sequence (P51843 207-470 limits assumed): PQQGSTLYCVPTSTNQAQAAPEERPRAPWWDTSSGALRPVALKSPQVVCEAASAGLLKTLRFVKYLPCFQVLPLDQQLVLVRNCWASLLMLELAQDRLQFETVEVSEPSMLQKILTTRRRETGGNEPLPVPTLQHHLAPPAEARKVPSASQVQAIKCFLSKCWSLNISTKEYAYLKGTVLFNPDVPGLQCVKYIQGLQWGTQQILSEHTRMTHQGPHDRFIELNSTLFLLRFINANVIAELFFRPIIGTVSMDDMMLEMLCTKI
SMARCA2 activ – SMARCA2 function activation, primary screen; MG213 cells, MMTV-luciferase reporter, dexamethasone, overnight; activation, % at 9.1 µM; 370,000 tested, 1% active; AID 652017; in the data active means activation above about 7.8%;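 further: 0% = vehicle wells and 100% = reference activator wells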
hgDAF12 agonist – agonists of H. glycines DAF-12 nuclear receptor | HEK293 GAL4-hgDAF12 UAS-luciferase reporter, agonist luminescence; normalized to butyrate control | activation, % at 6.8 µM | 370,000 tested, 1.8% active | AID 687014;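 active means activation above a cutoff set at the mean of all screened compounds plus 3 SD, cut at about 10% in these data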;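 further: 0% = DMSO wells and 100% = sodium butyrate wells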
FXN GAA850 act – activators of GAA850 frataxin (FXN) promoter. HEK293 lucGAA850 FXN promoter luciferase reporter, 24 h; percent of 10 µM SAHA response. activation, % at 6 µM. 360,000 tested, 0.56% active;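 active means activation above the average of all compounds screened plus 3 SD, cutoff fixed separately per campaign, cut at about 7.5% in these data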;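 further: 0% = DMSO wells and 100% = 10 µM SAHA wells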
PG9 binder – PG9 antibody binding by small molecule. TR-FRET gp120-PG9 antibody binding. inhibition, % at 6.7 µM. 360,000 tested, 0.43% active. AID 624416; in the data active means inhibition above about 8.5%
ssDAF-12 act – activates DAF-12 receptor from parasite S. stercoralis | activation, % at 6.8 µM | HEK293 ssDAF-12/GRIP1 lit1-tk-luc reporter, luminescence; % of 3 µM dafachronic acid response | 370,000 tested, 1% active;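 active means activation above the mean over all tested compounds plus 3 SD, cut at about 0.9% in these data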;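 further: 0% = DMSO-only wells and 100% = 3 µM delta7-dafachronic acid wells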
Numbers without * were called inactive; i = inactive; . = not tested or not shown. Rows are unselected; about 7% have a hit in one of these screens.

SMILES	NR1D1 modulator	hcDAF12 agonist	sPLA2-III inh	DAX1 inh-1	PLC-beta3 inh	DAX1 inh-2	SMARCA2 activ	hgDAF12 agonist	FXN GAA850 act	PG9 binder	ssDAF-12 act
COc1ccc(Oc2nc(-c3ccncc3)nc3ccccc23)cc1	2	0.6	3	-0.6	-9	.	-1	1.6	2.2	-0.6	-0.8
COc1ccc(CN2CCN(c3ccccn3)CC2)cc1OCc1ccccc1	0	-2.2	7	-2.1	7	-0.9	-2	-3.4	2.0	0.3	-2.1
CCN(CC)c1ccc(C2Nc3cccc4cccc(c34)N2)cc1	-2	4.0	9	0.6	-25	0.5	-1	8.0	0.7	-2.8	0.2
CCCCn1c(/C=N/Nc2nc3ccccc3[nH]2)nc2ccccc21	9	3.7	35*	0.0	-18	0.6	-3	2.1	12*	0.2	-0.5
O=[N+]([O-])c1ccccc1-c1ccc(C(=S)N2CCCCC2)o1	0	6.8*	-6	0.8	-18	0.9	-2	4.7	3.3	-2.2	0.4
CC1CCN(C(=O)CN2C(=O)c3cccc4cccc(c34)C2=O)CC1	-8	1.5	2	1.2	-8	-0.4	1	0.8	-0.9	2.5	-0.9
Cc1nc2ccccc2c(=O)n1NC(=O)c1ccco1	1	-0.1	3	0.0	-1	0.6	2	-0.8	1.1	1.1	-1.1
Cc1ccc(NC(=O)CSCC(=O)NCc2cccc(C(F)(F)F)c2)cc1	0	0.5	1	-0.6	-3	-0.6	3	2.9	1.4	-1.4	-1.5
CC(C)c1onc(C(=O)N2C(C)CCCC2C)c1[N+](=O)[O-] (configuration not stated)	-2	0.0	-1	-0.5	4	-0.6	7	-0.1	-0.2	0.5	-0.8
COc1ccc(CN2CCN(S(=O)(=O)c3ccc(C)cc3)CC2)cc1Br	3	-1.6	-16	-0.7	-1	-0.6	-3	-0.1	1.2	-0.8	-1.1
CC1CCc2c(sc(Nc3nc4c(F)cccc4s3)c2C(N)=O)C1 (configuration not stated)	1	4.0	-1	-0.1	-313	-0.5	-3	-0.2	3.8	-2.1	0.0
CC(C)(C)n1nnnc1C(c1cccs1)N1CCN(Cc2ccccc2)CC1 (configuration not stated)	4	1.7	16	0.1	-3	-0.8	-2	4.1	-2.0	-0.4	-1.5
COCC(C)NC(=O)COc1nncc2ccccc12 (configuration not stated)	-6	0.3	0	-0.1	-5	0.1	5	-0.8	-0.2	-1.7	-0.9
Cn1cc([N+](=O)[O-])c(C(=O)Nc2ccc(Br)cn2)n1	10	-2.7	9	-1.6	0	-0.9	-2	-1.9	1.6	1.1	-2.6
CCC(NC(=O)c1cc(COc2cc(C)c(Cl)c(C)c2)on1)c1ccncc1 (configuration not stated)	0	-3.7	-22	-6.1	-12	-1.4	-4	-0.7	0.1	-0.4	-1.9
O=C(Nc1ccc(S(=O)(=O)N2CCCC2)cc1)C1CC(=O)N(c2ccc(F)cc2)C1 (configuration not stated)	3	-3.3	-10	0.0	-5	-0.2	-2	1.3	-0.9	-2.1	-0.8
O=C(Nc1nnc(-c2ccc(Cl)cc2)o1)NC1CCCCC1	1	0.0	0	-0.4	2	0.2	2	-0.7	-0.2	0.1	-1.0
O=C(COC(=O)/C=C/c1cccs1)NC1CCCCC1	-6	-1.8	4	-0.9	-5	0.2	-1	3.2	2.4	0.5	-0.5
CC(c1ccco1)N(C(=O)c1ccccc1NS(=O)(=O)c1ccc(Cl)c([N+](=O)[O-])c1)c1ccccn1 (configuration not stated)	0	1.4	-38	-0.2	-13	-0.3	-1	-0.9	-0.9	1.2	0.2
COc1ccc(N2CCN(C(c3cc4ccc(C)cc4[nH]c3=O)c3nnnn3C3CCCC3)CC2)cc1 (configuration not stated)	4	0.1	-2	-0.4	-2	0.9	-4	1.2	-2.7	0.6	-1.2
O=Cc1nc(-c2ccccc2Cl)n2ccccc12	-1	-3.1	3	-0.7	-7	-0.7	7	-2.0	4.5	-1.9	-1.2
CC1CN(S(=O)(=O)c2cccc(C(=O)NN3CCN(C)CC3)c2)CC(C)O1 (configuration not stated)	-4	-3.8	-3	-0.2	1	0.2	9.1*	-1.5	-1.0	0.4	0.0
C=C(C)CNC(=S)/N=c1\scc(C)n1CC	-1	-1.0	18	-0.3	10	-0.2	-3	-2.5	-0.6	-4.3	-1.0
COc1cc(C(=O)NC(CCSC)C(=O)OCc2cc([N+](=O)[O-])cc3c2OCOC3)cc(OC)c1OC (configuration not stated)	0	-1.5	3	-0.9	-3	3.4	0	-0.8	3.4	2.5	-1.5
O=C(CCl)Nc1c(C(=O)Nc2ccc3c(c2)OCCO3)oc2ccccc12	4	-1.2	0	1.4	-40	0.8	0	-0.5	-6.1	-1.1	-0.2
CCc1cc(=O)oc2cc(OCC(=O)N3CCC(C(=O)O)CC3)ccc12	-1	0.1	11	-0.7	-33	4.6*	-5	7.1	0.3	0.6	-0.8
COc1cc(OC)cc(C(=O)N2CCC(C(=O)c3ccc(F)cc3)CC2)c1	9	-0.9	-12	0.9	5	0.4	-2	2.7	0.9	-1.4	-1.3
C#CCNC(=O)c1ccc2sc([C@@H]3O[C@H](CO)[C@H](O)[C@H](O)[C@H]3O)nc2c1	2	-0.2	0	0.4	5	.	-6	1.9	1.6	0.8	-0.1
COc1ccc2cc(Br)ccc2c1CC(=O)NC(C)C	-4	-1.4	-1	0.0	1	-0.9	-1	-2.3	-0.8	11*	-1.4
O=C(Cc1cccs1)NCc1cccc(CNC(=O)Cc2cccs2)c1	5	0.3	-1	-0.1	3	1.1	0	-4.8	0.7	0.6	-1.4
CCn1cc(C(=O)NC2CCCCCC2)c(=O)c2cc(S(=O)(=O)N3CCCCC3)ccc21	3	1.6	0	-0.6	2	-0.9	1	3.4	1.1	-0.8	-0.7
C=CCSc1nnc2c(n1)OC(c1ccccn1)N(C(C)=O)c1ccccc1-2 (configuration not stated)	2	-0.9	-1	0.1	-56	-0.8	1	0.3	2.1	-1.3	-1.0
COc1ccc(N2CCN(C(CNC(=O)OCc3ccccc3)c3ccco3)CC2)cc1 (configuration not stated)	10	-2.7	-3	-0.6	4	-0.8	-1	-0.5	-0.7	-1.7	-1.9
O=C(CSc1nnc(-c2ccc(O)cc2)n1Cc1ccco1)c1cccs1	4	-1.4	-49	-1.2	1	-1.3	-3	-1.3	-1.9	-0.9	-1.3
COc1ccc(N(CN2C(=O)C3CCCCC3C2=O)C(=O)c2ccco2)cc1 (configuration not stated)	6	-0.3	0	0.1	-9	.	1	3.3	0.1	0.8	-1.0
Cc1ccc(C2(C)NC(=O)N(CC(=O)NNC(=O)c3ccccc3F)C2=O)cc1 (configuration not stated)	2	-0.9	1	0.3	-1	-0.2	-2	0.5	-0.1	-1.4	-1.0
Cc1ccccc1CSc1nc2[nH]ncc2c(=O)[nH]1	-6	1.1	5	-0.2	-4	1.7	-2	-2.0	2.9	-1.7	-1.1
Cc1ccc(SCCCn2cncn2)cc1	-12	0.7	2	-0.1	5	2.6	-4	0.4	1.4	-1.1	-1.1
CCn1c(SCC(=O)Nc2ccc3c(c2)OCCO3)nnc1-c1ccco1	0	0.3	2	-1.1	-12	-0.1	0	3.3	-1.8	-1.1	-1.7
N#Cc1ccc(NC(=O)CCc2ccc(S(=O)(=O)N3CCOCC3)cc2)cc1	3	-1.8	-6	-0.6	2	-0.5	-3	1.6	-0.6	-2.7	-1.2
C=CCNC(=O)COC(=O)COc1ccc(Cl)cc1C	-2	-2.2	2	-0.1	2	0.4	-2	-0.3	-0.4	-2.0	-1.4
Cc1ccc(CSc2nc3c(cc2C#N)CCC3)cc1	11	-1.3	-1	-0.1	2	1.0	-1	0.9	-1.3	1.2	-0.9
Cc1c(CN2CCc3c([nH]c4ccccc34)C2CC(C)C)cnn1C (configuration not stated)	5	5.4	0	-0.2	-17	2.0	0	-1.6	3.9	1.0	0.7
CC(=O)Nc1sc2c(c1-c1nc3ccccc3s1)CCOC2	-4	-0.7	-14	.	i	.	.	3.9	.	.	-1.9
O=C(CNC(=O)c1ccc(Cl)cc1)NNc1c(F)c(F)cc(F)c1F	1	0.2	-1	-0.5	-2	-0.6	-2	-1.4	-0.5	-0.9	-0.9
COc1cc(CNn2c(C)n[nH]c2=S)cc(Br)c1OCC(=O)NC(C)(C)C	-3	-1.9	12	0.1	-7	-0.8	-2	-2.2	3.0	0.6	0.2
CCOc1ccc(S(=O)(=O)Nc2ccccc2C(=O)N2CCOCC2)cc1	-4	-1.4	-5	0.3	-2	-1.9	2	0.6	1.5	-0.3	-1.0
CCN(CC)C(=O)Cc1cn(C)c2ccccc12	0	-1.0	1	0.0	5	-1.1	-4	0.8	1.8	-3.0	-1.0
CCOc1ccc(C(=O)c2cccs2)cc1	-3	2.1	0	1.1	-3	-0.2	3	3.4	3.1	1.6	-0.8
COc1ccc(CCNC(=O)c2ccc(=O)[nH]n2)cc1OC	-5	-1.6	-1	0.4	-1	-0.3	1	-1.3	0.4	-0.6	-1.7
Cc1ccccc1NC(=O)COC(=O)/C=C/c1cn(-c2ccccc2)nc1-c1cccnc1	8	0.3	5	-0.4	-5	0.3	-1	-0.4	1.2	1.3	1.1*
CSCCCNC(=O)C1CCN(S(=O)(=O)c2ccc3[nH]c(=O)oc3c2)CC1	4	2.7	6	0.1	0	.	-3	-3.7	.	.	-1.7
C=C(C)COC(=O)c1ccccc1C(=O)OCC1(C)CO1 (configuration not stated)	0	-0.6	6	0.7	-6	1.8	-5	3.2	-0.8	0.5	-1.3
Nc1ncnc(NNC(=O)CNC(=O)c2c(F)cccc2Cl)c1[N+](=O)[O-]	-1	-1.2	5	1.0	1	-0.4	2	-0.6	0.9	0.3	-1.7
CC1CCCC(C)N1C(=O)COc1ccc(-c2nnco2)cc1 (configuration not stated)	5	-0.8	-2	0.0	2	1.1	-1	-0.5	0.3	0.9	-1.1
OCCC1CN(Cc2ccn[nH]2)CCN1Cc1ccc(F)c(F)c1 (configuration not stated)	0	-1.2	3	-0.2	-6	-0.7	-3	1.6	-1.8	-0.6	-1.3
CCOc1ccccc1NC(=O)C1CCN(S(=O)(=O)c2cccc3cccnc23)CC1	-8	-2.7	0	-0.2	-2	-2.3	-1	-0.3	1.8	-1.3	-0.9
COc1cc(S(=O)(=O)N2CCN(C)CC2)c(OC)cc1Br	-1	0.9	-1	-0.1	-1	-0.6	3	-1.1	-1.1	-1.7	-1.0

An excerpt from above in order of the PLC-beta3 inh value, highest first.
SMILES | NR1D1 modulator | hcDAF12 agonist | sPLA2-III inh | DAX1 inh-1 | PLC-beta3 inh | DAX1 inh-2 | SMARCA2 activ | PG9 binder | ssDAF-12 act
C=CCNC(=O)COC(=O)COc1ccc(Cl)cc1C | -2 | -2.2 | 2 | -0.1 | 2 | 0.4 | -2 | -2.0 | -1.4
Cc1ccccc1NC(=O)COC(=O)/C=C/c1cn(-c2ccccc2)nc1-c1cccnc1 | 8 | 0.3 | 5 | -0.4 | -5 | 0.3 | -1 | 1.3 | 1.1*
Cc1c(CN2CCc3c([nH]c4ccccc34)C2CC(C)C)cnn1C (configuration not stated) | 5 | 5.4 | 0 | -0.2 | -17 | 2.0 | 0 | 1.0 | 0.7
